TNAP inh no acc: inhibitors of human TNAP without phosphate acceptor; P05186; purified TNAP, CDP-star luminescence, 30 min; inhibition, % at 20 µM; 0.26% of 200,000 active;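 active means tissue-nonspecific alkaline phosphatase inhibition above about 50% at 20 µM in the single-dose screen, limit read from the data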;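 further: 0% = DMSO negative control and 100% = EDTA positive control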
Target sequence (P05186 whole entry, looked up): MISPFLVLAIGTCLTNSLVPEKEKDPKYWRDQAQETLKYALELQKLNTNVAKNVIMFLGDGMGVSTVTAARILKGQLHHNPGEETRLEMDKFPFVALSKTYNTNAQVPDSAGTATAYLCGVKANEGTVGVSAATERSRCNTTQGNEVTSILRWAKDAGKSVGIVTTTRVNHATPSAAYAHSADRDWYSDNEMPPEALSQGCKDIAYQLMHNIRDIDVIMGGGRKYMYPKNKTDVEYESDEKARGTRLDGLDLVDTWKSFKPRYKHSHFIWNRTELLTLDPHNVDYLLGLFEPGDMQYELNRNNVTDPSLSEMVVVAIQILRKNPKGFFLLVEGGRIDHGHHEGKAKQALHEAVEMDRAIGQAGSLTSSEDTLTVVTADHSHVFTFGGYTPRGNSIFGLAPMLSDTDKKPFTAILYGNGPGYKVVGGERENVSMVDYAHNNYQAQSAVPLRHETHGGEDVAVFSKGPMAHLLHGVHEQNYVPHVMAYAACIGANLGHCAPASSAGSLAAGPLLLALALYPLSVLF
FLuc stim CS: firefly luciferase counter-screen for stimulation assays | AID 1027 | ATPlite luciferase biochemical, luminescence, 10 min; 0 = ATP-free wells, 1 = DMSO control | activation factor at 10 µM | 200,000 tested, under 10 active;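 active means luciferase activation factor, scaled between plate controls, of at least 2 with compound at 10 µM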
Target sequence (P08659 whole entry, looked up): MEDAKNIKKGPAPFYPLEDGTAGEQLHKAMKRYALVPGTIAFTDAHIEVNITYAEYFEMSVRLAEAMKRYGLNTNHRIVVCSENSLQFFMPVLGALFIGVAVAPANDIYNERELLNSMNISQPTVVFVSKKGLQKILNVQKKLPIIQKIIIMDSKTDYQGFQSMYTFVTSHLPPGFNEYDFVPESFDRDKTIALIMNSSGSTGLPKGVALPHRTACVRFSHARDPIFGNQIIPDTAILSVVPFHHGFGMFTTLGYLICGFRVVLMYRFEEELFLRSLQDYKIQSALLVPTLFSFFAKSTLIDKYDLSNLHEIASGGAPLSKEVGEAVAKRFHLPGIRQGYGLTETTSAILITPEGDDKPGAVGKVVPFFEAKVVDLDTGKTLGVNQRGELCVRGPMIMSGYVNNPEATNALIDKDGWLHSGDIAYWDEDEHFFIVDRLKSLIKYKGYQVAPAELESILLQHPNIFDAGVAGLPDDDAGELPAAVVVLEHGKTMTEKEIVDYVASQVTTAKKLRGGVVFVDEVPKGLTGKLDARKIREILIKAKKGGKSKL
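assay system = Luciferase/luciferin detection reagent, cell-free biochemical luciferase assay | also added = ATP substrate | times = 10 min post-reagent at room temperature | measured by = luminescence from luciferase reaction | measure = luciferase activation, seen as luminescence increase over controls | benchmarks = low control with PBS replacing ATP, high control enzyme plus ATP without compound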
TNAP inh hiacc: TNAP (human) inhibition, high acceptor | P05186 | purified TNAP, CDP-star luminescence, 1 M DEA | inhibition, % at 20 µM | 0.03% of 200,000 active;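 active means over 50% inhibition of tissue-nonspecific alkaline phosphatase at 20 µM in the single-dose screen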;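 further: plate controls were DMSO wells for no effect and EDTA-quenched wells as full inhibition for full effect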
RAM inhibit: yeast RAM network inhibition | S. cerevisiae dse1pr::URA3 reporter, 5-FOA growth OD615, 2 d; analog-sensitive cbk1-as2 kinase mutant strain | inhibition, % at 50 µM | 1.8% of 190,000 active;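 active means inhibition above a set limit, 3 SD over mean compound inhibition, cut at about 8.4% in these data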;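 further: 0% = DMSO-only wells with no growth and 100% = 10 µM 1-NA-PP1 full growth; inhibition rescues growth on 5-FOA so higher OD means more RAM inhibition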
bIAP inhibitor: intestinal alkaline phosphatase (bovine) inhibition; purified bovine IAP, CDP-star luminescence, 30 min; inhibition, % at 20 µM; 190,000 tested, under 10 active;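 active means over 50% inhibition of intestinal alkaline phosphatase at 20 µM in the single-dose screen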
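System: purified bovine intestinal alkaline phosphatase (IAP) enzyme; Input: IAP diluted 1/65,000,000 in the well; Measured by: CDP-star luminescence signal; Compound dosing: 20 µM single dose; Incubation: 30 min reaction at room temperature.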
FLuc inh counter: Photinus pyralis luciferase inhibition counter-screen | P08659 | inhibition, % at 10 µM | 1.5% of 200,000 active | ATPLite firefly luciferase biochemical luminescence, 10 min;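 active means inhibition above about 50% when tested at 10 µM, limit read from the data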
bIAP activator: intestinal alkaline phosphatase (bovine) activation; purified bovine IAP, CDP-star luminescence, 30 min; hits give high values; fold of DMSO-control signal, blank-subtracted; activation factor at 20 µM; 0.17% of 200,000 active; AID 1016;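 active means activation factor of 2 or more at 20 µM, a signal rise over negative controls twice the positive control's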
L major viab: Leishmania major promastigote growth inhibition. Leishmania major promastigotes, resazurin fluorescence viability. inhibition, % at 10 µM. 9% of 200,000 active; in the data active means inhibition above about 50%;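 further: promastigotes grown with compound for 44 hours at 28 °C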
TNAP act hiacc: TNAP (human) activation, high acceptor; purified TNAP, CDP-star luminescence, 1 M DEA, 30 min; hits give high values; 0 = EDTA background, 1 = DMSO-only activity; 200,000 tested, under 10 active; P05186; activation factor at 20 µM; AID 1136;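 active means activation factor at least 2 at 20 µM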
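Dosing: 20 µM single point. System: human TNAP. Amount: TNAP 1/800 final. Incubation: 30 min, room temperature. Read-out: TNAP activation factor scaled between EDTA and DMSO control wells. Signal: luminescence from CDP-star hydrolysis. Medium: 1 M DEA, pH 9.8, Mg2+, Zn2+. Control set: EDTA negative control, DMSO positive control.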
APP 5UTR inh: APP translation inhibition; AID 1285; 0.82% of 190,000 active; inhibition, % at 2 µM; SH-SY5Y APP 5'UTR-luciferase reporter, luminescence;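 active means inhibition above a set limit, derived from the sample mean plus 3 SD, cut at about 45% in these data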; further: values of inactives mirror those of a sister screen read the other way
* = called active by the depositor; . = no result given; & = joins results of further samples.

SMILES | TNAP inh no acc | FLuc stim CS | TNAP inh hiacc | RAM inhibit | bIAP inhibitor | FLuc inh counter | bIAP activator | L major viab | TNAP act hiacc | APP 5UTR inh
Cn1c(=O)c2c(nc(Cl)n2CC(=O)N2CCCCC2)n(C)c1=O | -11.8 | 1 | -2.0 | 2.2 | 15.9 | -2.1 | 0.8 | 12.3 | 1 | -15.3
C/C(=N\NC(=O)COc1ccccc1)c1cccs1 | -9.9 | 1 | -1.2 | 2.0 | -13.1 | 0.3 | 1.1 | 14.6 | 1 | -16.3
Cc1ccc(NC(=O)c2noc(C(C)C)c2[N+](=O)[O-])cc1 | 1.6 | 1 | -1.3 | 0.9 | -17.0 | 4.8 | 1.2 | 4.3 | 1 | -28.3
CCOc1cc(C2C3=C(CCCC3=O)NC3=C2C(=O)CCC3)cc(Cl)c1O | -10.7 | 1 | -4.9 | 2.2 | -0.5 | 0.7 | 1 | . | 1 | .
COC(=O)c1cccc(NC(=O)Cc2coc3cc(OC)ccc23)c1 | -10.1 | 1.1 | -7.0 | 2.8 | 5.5 | -6.1 | 0.9 | 3.9 | 1.1 | -15.3
N#CC1=C(N)Oc2nc(-c3ccccc3)[nH]c2C1c1cccnc1 (stereo not given) | 30.7 | 1 | -1.9 | 1.7 | 4.4 | -4.8 | 1 | 19.2 | 1 | 21.9
Oc1ccc2ccccc2c1C=Nc1ccc(N2CCOCC2)cc1 | 14.6 | 0.7 | -1.1 | 0.9 | 1.1 | 28.5 | 1 | 46.0 | 1 | -0.5
C=CCn1c(=O)/c(=C2/SC(C)=C(C)N2CC)s/c1=C1/C(=O)N(CC)C(=S)N1c1ccccc1 | 6.4 | 1 | 11.6 | 1.7 | 16.9 | 1.5 | 0.8 | 2.9 | 0.9 | -13.7
COc1cccc(-c2nnc(SCN3C(=O)c4ccccc4C3=O)n2C)c1 | -6.0 | 1 | 1.1 | 2.4 | -8.4 | -1.5 | 1.1 | -0.2 | 1 | 7.5
O=C(NC1CCCc2ccccc21)c1cn2ccccc2n1 (stereo not given) | -10.6 | 1 | -4.3 | 1.0 | -5.7 | -0.2 | 1.1 | -1.8 | 1 | -19.8
Clc1cccc(CSc2nnc([C@@H]3CCCN3)o2)c1 | -1.1 | 1 | 1.4 | 0.3 | 5.4 | -1.6 | 0.9 | -8.1 | 1 | -3.6
O=C(Nc1nc2ccccc2n1CCOc1ccc(Cl)cc1)c1ccco1 | -5.6 | 1 | -2.6 | 1.2 | 2.6 | -2.6 | 1 | 89.8* | 1 | 7.3
COc1cccc(C2CC(c3ccccc3)n3ncnc3N2)c1 (stereo not given) | -15.6 | 1.1 | -7.7 | 0.1 | 2.4 | -5.0 | 1 | -1.4 | 1.1 | 14.2
O=S(=O)(NCc1ccccc1)c1ccc(S(=O)(=O)N2CCCCC2)cc1 | -7.2 | 1.1 | -0.9 | 5.9 | 18.0 | -8.9 | 0.8 | -2.0 | 1 | -6.0
CCOC(=O)C1CCCN(c2c(NCCN3CCCCC3C)c(=O)c2=O)C1 (stereo not given) | -15.4 | 1 | -1.7 | -1.1 | 7.7 | -3.0 | 0.9 | -8.8 | 1 | 0.0
COCCCn1c(Cc2csc(Nc3cccc(Cl)c3)n2)nnc1SCC(=O)OC | -12.9 | 1 | -4.7 | -0.9 | -12.8 | -0.3 | 1.1 | -7.8 | 1 | -3.2
Cc1ccc(-n2c3c(cc(C(=O)NC4CCSC4=O)c2=O)C(=O)CCC3)cc1 (stereo not given) | 2.4 | 1 | 4.1 | -0.3 | 32.5 | 3.7 | 0.7 | -4.4 | 1 | -5.8
COc1ccc(C(=O)N/N=C/C(C)c2ccccc2)cc1OC (stereo not given) | 7.0 | 1 | -6.4 | -1.7 | 3.8 | -2.4 | 1 | -2.3 | 1.1 | 0.5
CN(C(=S)NC(=O)CCCOc1ccc(Cl)cc1Cl)c1ccccc1 | -8.9 | 1 | -5.2 | -0.4 | . | -0.2 | 0.4 | -1.7 | 1.1 | -6.5
OC1CCN(C(c2ccc3ncccc3c2)c2nnnn2C2CCCCC2)CC1 (stereo not given) | -13.2 | 1.1 | -6.3 | 1.0 | -1.5 | -5.4 | 1 | 4.6 | 1.1 | 4.7
C=CCSC1=N/C(=C/c2ccsc2)C(=O)N1c1ccccc1 | -25.2 | 1 | -0.9 | 13.5* | 9.7 | -4.9 | 0.9 | 3.0 | 1 | -3.2
CCOc1cc(-c2cc(-c3ccc(OC)cc3)nc(N)c2C#N)ccc1O | -7.7 | 1 | 7.9 | 2.6 | 14.1 | -0.3 | 0.9 | 3.3 | 0.9 | -2.0
CC(=O)C1=C(O)C(=O)N(Cc2cccnc2)C1c1ccccc1Cl (stereo not given) | -8.8 | 1.1 | -3.8 | 1.0 | -3.2 | -5.4 | 1 | -5.4 | 1 | 14.9
CC1CCC(C(C)C)C(OC(=O)COC(=O)c2cc(O)ccc2N)C1 (stereo not given) | -9.7 | 1.1 | -2.3 | 2.4 | 22.0 | -5.4 | 0.8 | 4.7 | 1 | 23.8
CC(C)(C)c1ccc(/C=N/NC(=O)C(=O)NCCCN2CCOCC2)cc1 | -6.4 | 1 | -9.3 | -0.4 | 9.9 | 2.2 | 0.9 | 5.1 | 1.1 | -4.6
CSc1nn(CCc2ccncc2)c(=S)s1 | -8.5 | 1.1 | -4.0 | 0.7 | -7.3 | -5.4 | 1.1 | 56.3* | 1 | -5.5
Cc1cc(C)n(CC(=O)NC2CCCCC2)n1 | -14.4 | 1.1 | -6.2 | 1.2 | 4.9 | -5.3 | 1 | 1.7 | 1.1 | -1.5
COc1ccc(-c2nc3n(c2Br)CCC3)cc1 | -13.6 | 0.6 | -5.4 | 1.3 | 0.9 | 39.8 | 1 | 33.5 | 1.1 | -66.8
CCOC(=O)N/N=C/C=C/c1ccccc1[N+](=O)[O-] | -15.1 | 1 | -1.8 | 1.9 | -6.9 | 0.0 | 1.1 | -1.7 | 1 | -20.3
COc1cc(/C=C2/C(=O)NN(c3ccc(Cl)cc3)C2=O)ccc1OC(=O)c1ccco1 | 14.4 | 1.1 | 27.0 | 1.4 | 13.8 | -8.0 | 0.9 | 51.8* | 0.7 | -15.0
COc1ccccc1CC(=O)Nc1cccc(C(=O)NN2C(=O)c3ccccc3C2=O)c1 | -1.6 | 1 | 4.5 | 1.1 | -4.9 | -1.5 | 1 | -5.0 | 1 | -3.0
Cc1ccsc1/C=N/Nc1ncc(Cl)cc1Cl | -74.3 | 0.7 | 9.3 | 0.9 | -35.3 | 32.1 | 1.4 | 0.6 | 0.9 | .
Cc1cc(C)n(CC(O)Cn2c3ccc(Br)cc3c3cc(Br)ccc32)c(=O)n1 (stereo not given) | -0.3 | 1 | 2.3 | 4.6 | -11.5 | 0.0 | 1.1 | 2.5 | 1 | -3.7
O=C1c2ccccc2CN1CCSC(=S)N1CCSCC1 | -10.8 | 0.8 | -5.1 | 1.7 | 9.7 | 23.8 | 0.9 | -5.7 | 1.1 | -94.6
Cc1ccc(NC(=O)CCC(=O)N/N=C/C=C/c2ccccc2)cc1 | -10.6 | 1 | -1.3 | 0.8 | 12.9 | -3.7 | 0.9 | -3.5 | 1 | -7.9
Cc1ccc(C(=O)NCC(=O)OCC(=O)c2ccc(C)c([N+](=O)[O-])c2)cc1 | -9.6 | 1 | -5.7 | 0.1 | 5.0 | -4.2 | 0.9 | -8.6 | 1.1 | -11.6
CCCCCn1c(CN2CCN(CCO)CC2)nc2c1c(=O)n(C)c(=O)n2C | -8.7 | 1.1 | -0.6 | 1.6 | 1.6 | -6.5 | 1 | -3.0 | 1 | 20.5
CCC(c1nc2ccccc2c(=O)n1CCN1CCOCC1)N1C(=O)c2ccccc2C1=O (stereo not given) | -5.3 | 1 | 0.4 | 1.2 | -2.6 | 1.1 | 1 | 0.4 | 1 | -0.8
COCCOc1cc(-n2ccnc2SC)c(Cl)cc1Cl | -5.5 | 1 | -1.4 | 1.6 | -11.8 | -4.8 | 1.1 | -1.0 | 1 | -8.7
Nc1nc(Cl)nc2c1ncn2[C@H]1C[C@H](O)[C@@H](CO)O1 | -5.9&-9.6 | 1&1 | 3.3&-5.7 | 1.7 | -42.7&-8.2 | -3.0&-4.2 | 1.4&1.1 | -4.9 | 1&1.1 | 75.7*
CCc1cc(C(=O)Cc2cnn(-c3ccccc3)c2)c(O)cc1O | -10.6 | 1 | -4.2 | 5.0 | 16.4 | -1.8 | 0.8 | 0.4 | 1 | -5.5
Cc1ccc(NC(=O)CN2CCC(NC(=O)C3CCCCC3)CC2)c(Br)c1 | -22.9 | 1 | -7.3 | -0.8 | 6.1 | -4.4 | 0.9 | 39.8 | 1.1 | -15.1
CC(/C=C1\SC(=S)N(NC(=O)c2ccccc2C)C1=O)=C\c1ccccc1 | 7.0 | 1.1 | 12.1 | 7.0 | 2.1 | -5.7 | 1 | 2.9 | 0.9 | 13.8
C/C(CCc1ccc2c(c1)OCO2)=N\N=C(/N)SC1CC(=O)N(c2ccc(Cl)cc2)C1=O (stereo not given) | -6.7 | 1.1 | -1.6 | 3.9 | 10.7 | -5.9 | 0.9 | 2.9 | 1 | -4.1
CCOC(=O)C1=C(C)N(c2nonc2NC(C)=O)C(N)=C(C#N)C1c1ccccc1F (stereo not given) | -9.9 | 1 | 1.2 | 1.8 | -0.1 | -3.4 | 1 | -0.6 | 1 | 8.2
COc1ccc(Cc2nnc(SCC(=O)N3CCCC3)o2)cc1 | -13.2 | 1.1 | -3.0 | 3.1 | 0.1 | -5.1 | 1 | -5.0 | 1 | -16.1
COC(=O)c1ccc(C(=O)OC)c(NC(=O)COC(=O)c2ccccc2OC)c1 | -0.8 | 1 | -0.3 | 6.8 | 0.5 | -3.4 | 1 | -4.8 | 1 | 2.6
Cc1ccn2c(c1)nc(=S)n2C(=O)c1ccco1 | -13.5 | 0.1 | -5.5 | -0.1 | 2.4 | 93.6* | 1 | -2.6 | 1.1 | -161.4
CCOC(=O)N1CCN(CC(=O)Nc2ccc(F)c(F)c2)CC1 | 3.2 | 1 | -4.6 | 1.1 | 3.0 | -1.9 | 1 | -4.0 | 1 | -10.2
COc1ccc(NC(=O)CCCSc2ccccc2)cc1 | 7.0 | 1 | 0.3 | 0.5 | 1.2 | 0.1 | 1 | -1.0 | 1 | -6.7
CCCCCCCCNC(=O)c1cnccn1 | -7.8 | 1 | -2.7 | -1.4 | -15.7 | -1.5 | 1.2 | -7.8 | 1 | -5.0

3 of the entries above in order of the TNAP inh no acc value, ascending:
Structure,TNAP inh no acc,TNAP inh hiacc,RAM inhibit,bIAP inhibitor,bIAP activator,TNAP act hiacc,APP 5UTR inh
O=C1c2ccccc2CN1CCSC(=S)N1CCSCC1,-10.8,-5.1,1.7,9.7,0.9,1.1,-94.6
CN(C(=S)NC(=O)CCCOc1ccc(Cl)cc1Cl)c1ccccc1,-8.9,-5.2,-0.4,.,0.4,1.1,-6.5
C=CCn1c(=O)/c(=C2/SC(C)=C(C)N2CC)s/c1=C1/C(=O)N(CC)C(=S)N1c1ccccc1,6.4,11.6,1.7,16.9,0.8,0.9,-13.7
